Screening data as filed in PubChem BioAssay.
KAT2A inh = inhibitors of human GCN5L2 histone acetyltransferase. GCN5L2 HAT assay, ThioGlo1 CoA-SH fluorescence. Potency, µM (titrated, usually from 58.9 µM), for inactives: at the highest dose activity change, negative = inhibition, usual class: inhibitors. 390,000 compounds, 0.21% hits. AID 504327
Target sequence (Q92830 whole entry, looked up): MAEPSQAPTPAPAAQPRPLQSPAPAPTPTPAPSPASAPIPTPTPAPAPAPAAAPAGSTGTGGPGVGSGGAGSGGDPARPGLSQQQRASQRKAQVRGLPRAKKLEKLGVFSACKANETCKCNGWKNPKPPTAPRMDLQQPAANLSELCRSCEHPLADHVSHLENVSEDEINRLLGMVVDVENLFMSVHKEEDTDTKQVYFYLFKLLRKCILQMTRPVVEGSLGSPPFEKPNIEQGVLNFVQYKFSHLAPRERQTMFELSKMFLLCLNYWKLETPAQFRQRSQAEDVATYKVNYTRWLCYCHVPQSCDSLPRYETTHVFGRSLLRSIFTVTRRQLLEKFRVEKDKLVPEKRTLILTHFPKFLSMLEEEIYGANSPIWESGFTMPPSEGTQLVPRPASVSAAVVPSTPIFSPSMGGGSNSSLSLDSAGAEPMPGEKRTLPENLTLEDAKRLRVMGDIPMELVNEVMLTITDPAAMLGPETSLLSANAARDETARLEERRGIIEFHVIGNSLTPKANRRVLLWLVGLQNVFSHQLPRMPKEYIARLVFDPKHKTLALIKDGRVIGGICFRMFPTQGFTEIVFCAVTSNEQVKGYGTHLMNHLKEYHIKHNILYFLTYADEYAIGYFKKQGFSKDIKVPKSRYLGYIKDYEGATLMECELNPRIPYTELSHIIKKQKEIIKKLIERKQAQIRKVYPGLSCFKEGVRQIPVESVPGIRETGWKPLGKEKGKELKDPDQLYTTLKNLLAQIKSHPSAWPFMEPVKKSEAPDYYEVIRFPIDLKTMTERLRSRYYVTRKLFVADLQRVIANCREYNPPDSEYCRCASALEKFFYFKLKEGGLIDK
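Free CoA generated was detected with ThioGlo1 (50uM) fluorescence at Ex340nm/Em540nm, read immediately and after 20 min at room temperature. Enzyme, 20 nM in HEPES pH 7.5 buffer, saw compounds 15 min before adding 75uM H3(1-25) peptide and 70uM acetyl-CoA.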
N370S GC mod = inhibits or activates N370S mutant glucocerebrosidase; Potency, µM (highest dose often 59.4 µM), without a hit: at the highest dose activity change, negative = inhibition, usual class: inhibitors; N370S GC spleen homogenate, 4MU-glucoside fluorescence; 330,000 compounds, 0.092% hits; P04062;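 further: 0% = full enzyme activity and -100% = no enzyme basal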
FEN1 inh = human FEN1 inhibition; P39748; 390,000 compounds, 0.35% hits; Potency, µM (top dose mostly 114 µM), without a hit: at the top dose activity change, negative = inhibition, usual class: inhibitors; AID 588795; Recombinant FEN1 flap cleavage, fluorescence, 15 min; further: nearly all actives have a fitted effect of over 65% in size
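In this screen, 50 nM flap DNA substrate was added to 10 nM FEN1 pretreated with compound for 15 min at room temperature; cleavage was followed with reads at 0 and 15 min, and Hill fitting gave concentration–response parameters.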
* = called active by the depositor; ? = inconclusive; . = not tested or not shown; & = joins results of further samples; [ ] = another dose, or the depositor's remark. The call rests on the fitted dose curve; in most records, active means well fitted curve in the direction sought with a large enough effect; inconclusive means small, poorly fitted or top-dose-only effect, or another doubt; inactive means no such curve, though single readings can be large; an effect the other way counts as inactive or inconclusive. Unless noted, on the % scale 0 is the no-effect control and ±100 the full control effect; potency means the concentration at half of the fitted maximal effect.

SMILES | KAT2A inh | N370S GC mod | FEN1 inh
O=C(NC(=S)N1CCCCC1CO)C12CC3CC(CC(C3)C1)C2 (stereo not drawn) | -10% | -5% | 5%
CC(=O)Nc1ccc(OCC(O)CN2CCN(Cc3ccccc3)CC2)cc1 (stereo not drawn) | 0% | -9% | -14%
COc1ccc(-c2nnc(-c3ccc(N(C)C)cc3)o2)cc1 | . | 12% | -6%
CC(=O)c1cccc(NC(=O)NCCS(C)=O)c1 (stereo not drawn) | 1% | 4% | -4%
COc1cc(NC(=O)c2ccc(-c3csc(C)n3)cc2)c(OC)cc1Cl | -3% | -11% | 6%
COc1ccc(C(=O)NC(=S)Nc2nc(-c3ccc(OC)c(Br)c3)cs2)cc1Br | -22% | -2% | -1%
CNC(=S)Nc1sc2c(c1C(=O)OC)CCC2 | -16% | 7% | -6%
Cc1cc(-c2ccccc2)c(C#N)c(=S)[nH]1 | -7% | 4% | -7%
O=C(Cc1ccccc1Cl)Nc1cccc(S(=O)(=O)N2CCCCCC2)c1 | -8% | . | -13%
Cc1ccc(C(=O)Nc2ccc3c(c2)ncn3C)cc1 | 1% | -2% | -2%

Entries of single compounds, looked up by structure. Order of values: KAT2A inh, N370S GC mod, FEN1 inh
CC(=O)c1cccc(NC(=O)NCCS(C)=O)c1 (stereo not drawn) across the screens: 1%, 4%, -4%
COc1ccc(-c2nnc(-c3ccc(N(C)C)cc3)o2)cc1 across the screens: ., 12%, -6%
CNC(=S)Nc1sc2c(c1C(=O)OC)CCC2 across the screens: -16%, 7%, -6%
COc1cc(NC(=O)c2ccc(-c3csc(C)n3)cc2)c(OC)cc1Cl across the screens: -3%, -11%, 6%

Other compounds follow:
SMILES | KAT2A inh | N370S GC mod | FEN1 inh
COc1cc(S(=O)(=O)N2CCCN(C)CC2)ccc1NC(C)=O | -5% | -7% | 2%
COc1ccc(C(=O)C(C)OC(=O)c2cccc(S(=O)(=O)Nc3c(C)n(C)n(-c4ccccc4)c3=O)c2)cc1 (stereo not drawn) | 0% | . | -5%
COc1ccc2nc(SCC(=O)Nc3ccc4c(c3)OCCO4)[nH]c2c1 | 1% | 12% | -6%
COC(=O)c1sccc1NC(=O)c1ccncc1 | -2% | 4% | -2%
COc1ccc(-c2cn3nc(SCC(=O)Nc4ccc(C)c(Cl)c4)ccc3n2)cc1 | -26% | . | 0%
Cc1c(CNCCc2ccc(Cl)cc2)c(C(=O)O)c(C)n1Cc1ccccc1 | -4% | -18% | 1%
Cc1ccc(S(=O)(=O)N[C@H](C(=O)OCn2nnc3ccccc3c2=O)C(C)C)cc1 | -6% | 3% | 4%
Cc1ccc(-c2cc(C(=O)N3CCCC3)no2)cc1 | 0% | 6% | -9%
COC(=O)CN(C#N)c1nc(N(C)C)nc(N(C)C)n1 | -3% | 23% | 1%
O=S(=O)(NC1CCN(S(=O)(=O)c2c(F)cccc2F)CC1)c1ccc2c(c1)OCCO2 | -14% | . | -10%

Results in KAT2A inh, for 3 of the compounds above:
smiles	KAT2A inh
COc1ccc(-c2cn3nc(SCC(=O)Nc4ccc(C)c(Cl)c4)ccc3n2)cc1	-26%
Cc1c(CNCCc2ccc(Cl)cc2)c(C(=O)O)c(C)n1Cc1ccccc1	-4%
Cc1ccc(S(=O)(=O)N[C@H](C(=O)OCn2nnc3ccccc3c2=O)C(C)C)cc1	-6%

Next section.
SMILES | KAT2A inh | N370S GC mod | FEN1 inh
Cc1cc(CN(C)C(=O)CC2C(=O)NCCN2CC(c2ccccc2)c2ccccc2)on1 (stereo not drawn) | -1% | -1% | 0%
Cc1ccc2cc(CN(Cc3cccs3)Cc3nnnn3CC3CCCO3)c(=O)[nH]c2c1 (stereo not drawn) | -7% | -3% | 2%
COc1ccc(-n2nc(C(=O)NCC(=O)NCC3COc4ccccc4O3)c3ccccc3c2=O)cc1OC (stereo not drawn) | -13% | -1% | -1%
CCCCCCSc1nsc(NC(=O)CC(C)C)n1 | -1% | -4% | 10%
Cn1nc(C(=O)Nc2ccccc2)c2c1-c1ccccc1S(=O)(=O)C2 | -18% | 1% | -16%
COc1ccc2c(c1OC)C(=O)N1c3ccccc3SC21 (stereo not drawn) | -10% | 6% | 19%
O=C(c1ccc(CN2CCOCC2)cc1)N1CCN(Cc2ccccc2)CC1 | -4% | -9% | -1%
CC1CN(CC(=O)Nc2cccc(C(=O)Nc3cccc(C(F)(F)F)c3)c2)CC(C)O1 (stereo not drawn) | -5% | -2% | -2%
O=C(CSc1n[nH]c(-c2ccc(S(=O)(=O)NC3CCCCC3)cc2)n1)N1CCCC1 | -4% | -14% | 12%
Nc1nc(N)nc(-c2ccccn2)n1 | ? | 1% | -12%

A draw from above in order of count of non-hydrogen atoms, descending:
SMILES | KAT2A inh | N370S GC mod | FEN1 inh
Cc1ccc2cc(CN(Cc3cccs3)Cc3nnnn3CC3CCCO3)c(=O)[nH]c2c1 (stereo not drawn) | -7% | -3% | 2%
CC1CN(CC(=O)Nc2cccc(C(=O)Nc3cccc(C(F)(F)F)c3)c2)CC(C)O1 (stereo not drawn) | -5% | -2% | -2%
CCCCCCSc1nsc(NC(=O)CC(C)C)n1 | -1% | -4% | 10%

The listing continues:
SMILES | KAT2A inh | N370S GC mod | FEN1 inh
CCC(C)c1ccc(S(=O)(=O)N2CC(=O)Nc3ccccc32)cc1 (stereo not drawn) | -5% | ? | -3%
Nc1nnc(CC(=O)N/N=C/c2ccccc2OCc2ccccc2F)s1 | ? | 4% | 10%
O=C(NCC1CCCO1)c1cc(S(=O)(=O)N2CCOCC2)ccc1Cl (stereo not drawn) | -1% | -2% | 28%
Cc1cc(C(=O)COC(=O)c2ccc([N+](=O)[O-])o2)c(C)n1CC1CCCO1 (stereo not drawn) | -14% | -3% | ?
COc1cc(O)cc2occ(-c3ccc(O)cc3)c(=O)c12 | -2% | -6% | -12%
COc1ccccc1CNC(=O)c1c(O)c2cc(OC)c(OC)cc2[nH]c1=O | -7% | -3% | -1%
CC[C@]12c3[nH]c4ccc(OC)cc4c3CCN1C(=O)C(CC(=O)NC/C=C(\C)CCC=C(C)C)C[C@@H]2C(=O)N1CCN(C(=O)C2CC2)CC1 (stereo partly drawn) | -6% | . | 1%
COC(=O)CCN1CCC(C(N)=O)CC1 | -12% | -3% | 2%
CSc1nc(Cc2ccccc2)nc2ccccc12 | -11% | ? | -20%
O=C(c1ccco1)N1CCN(C2c3ccccc3-c3ccccc32)CC1 | -8% | -8% | 4%
COc1ccc(C(=O)Nc2ncc3c(n2)CC(C)CC3=O)cc1 (stereo not drawn) | -4% | 2% | -14%
O=C1NC(=O)C2(CCC(C(=O)O)C2)N1 (stereo not drawn) | -6% | 2% | -10%
CCN1CCN(C(=O)c2cc3c(=O)n(C)c4ccccc4c3n2C)CC1 | 2% | -14% | -3%
O=C(COC(=O)C12CC3CC(CC(O)(C3)C1)C2)Nc1ccc(OC(F)F)cc1 | -24% | -7% | 2%
CCOc1ccc(S(=O)(=O)N2CCN(C(=O)c3ccc(-n4cncn4)c([N+](=O)[O-])c3)CC2)cc1 | -16% | -1% | 9%
Cc1ccc(C)c2c1c1ccccc1n2C | -4% | 6% | 7%
CC(OC(=O)/C=C/c1ccccc1)C(=O)Nc1ccc2c(c1)OCCO2 (stereo not drawn) | 0% | . | 12%
CC(=O)Nc1ccc(S(=O)(=O)N(C)CC(=O)Nc2ccc(Br)cc2F)cc1 | -5% | -15% | 1%
COc1ccc(NC(=O)c2cn(CCC#N)nc2-c2cccs2)cc1 | 3% | 1% | -2%
O=C(Cn1c(=O)oc2cc(S(=O)(=O)N3CCCCC3)ccc21)NCc1ccc(F)cc1 | -6% | . | 2%
O=C(c1cc2ccc3cccnc3c2[nH]1)N1CCCCC1 | -3% | . | 1%
CCOc1ccc(-c2nnc(N)o2)cc1 | -1% | 3% | -3%
N#Cc1cn(CC(=O)NCCc2c[nH]c3ccccc23)c2ccccc12 | 1% | -2% | -12%
N#Cc1ccc(C23CC4(C2)[C@H](CN(Cc2ccc(-c5ccccc5)cc2)[C@@H]4c2ccccc2)C3c2ccc(Cl)nc2)cc1 (stereo partly drawn) | -8% | 2%&-6% | -3%
COc1ccc(-c2cc(C(=O)NCCc3ccccc3)c3cc(C(C)C)ccc3n2)cc1 | 2% | . | -9%
Cc1ccc(NC(=O)COC(=O)COc2ccc(Cl)cc2)c([N+](=O)[O-])c1 | -7% | 0% | -6%
O=C(CNC(=O)c1cccs1)NCC(=O)OCc1ccc(Cl)cc1 | -2% | 10% | -11%
CC1=NN(C(=O)CCc2ccccc2O)C(O)(C(F)(F)F)C1 (stereo not drawn) | 1% | -2% | -1%
Cc1cc(C)cc(NC(=O)CN2C(=O)CSc3ccc(S(=O)(=O)N4CCCC4)cc32)c1 | -9% | . | -3%
CCC1(CC)C(=O)NC(=O)NC1=Nc1ccccc1 | 3% | 22% | -14%
CCCCc1c(C)nn(-c2nnc3c4ccccc4n(C)c3n2)c1C | -3% | -4% | -5%
Clc1ccc(CN2C3=NCCCN3c3ccccc32)cc1Cl | -9% | -16% | -6%
CCN(CC)S(=O)(=O)c1ccc(OC)c(NC(=O)c2ccc(-n3cncn3)c([N+](=O)[O-])c2)c1 | -4% | 0% | 14%
Cc1nn(C)c(Oc2cccc(C(F)(F)F)c2)c1C#N | -10% | 0% | 5%
CC(NC(=O)COC(=O)c1ccc2c(c1)S(=O)(=O)N=C1CCCCCN12)C12CC3CC(CC(C3)C1)C2 (stereo not drawn) | 17% | 2% | -2%
CCN(CC)S(=O)(=O)c1ccc(OC)c(NC(=O)/C=C/c2ccco2)c1 | -25% | -18% | -18%
CCN(Cc1ccccc1)C(=O)Cn1c(=O)cc(C)c2c(C)nn(-c3cccc(F)c3)c21 | -22% | . | 1%
CCN(CC)S(=O)(=O)c1ccc(S(=O)(=O)N(CC(=O)Nc2ccccc2)Cc2ccco2)cc1 | -7% | 7% | -3%
CCC(CC)NC(=O)CCCSc1nc2ccccc2[nH]1 | -8% | 1% | 1%
Cc1ccc(C(=O)NC2CCN(C(=O)Nc3ccccc3Cl)CC2)cc1 | -5% | -8% | 4%
CC(=O)c1cc2c(cc1N/C(=N/S(=O)(=O)c1ccc(C)cc1)c1ccc(F)cc1)OCO2 | -1% | . | 22%
CNS(=O)(=O)c1cccc(C(=O)OCC(=O)/C=C2/N(C)c3ccccc3C2(C)C)c1 | -15% | 7% | -10%
COc1ccccc1N=NC1=C(O)CC(C)(C)CC1=O | -1% | -15% | -3%
CCCN1C(=O)C2(SC(NC(C)=O)=NN2C(C)=O)c2cc(C)ccc21 (stereo not drawn) | -5% | 0% | 4%
CCOCCCNC(=O)c1c(N)n(-c2ccc3c(c2)OCO3)c2nc3ccccc3nc12 | -1% | ? | -1%
Cc1cc(C)c(NC(=O)c2ccc[n+](Cc3ccc([N+](=O)[O-])cc3)c2)c(C)c1 | -4% | -1% | -2%
Cc1cc(C)nc(Nc2n[nH]c(-c3ccc(N)cc3)n2)n1 | 1% | 4% | -14%
O=c1[nH][nH]c(-c2ccccc2O)c1C(C[N+](=O)[O-])c1ccccc1 (stereo not drawn) | 1% | -23% | 3%
OC(CNCC1CCCO1)Cn1c2ccc(Cl)cc2c2cc(Cl)ccc21 (stereo not drawn) | 37%[activator] | -15% | ?
CCC(Sc1nc2ccncc2[nH]1)C(=O)Nc1cc(C)ccc1C (stereo not drawn) | -9% | . | -5%
Later entries:
SMILES | KAT2A inh | N370S GC mod | FEN1 inh
Cc1ccc(-c2nnc(SCC(=O)N/N=C/c3ccc(C)s3)n2-c2ccc(C)cc2)cc1 | -1% | -11% | -11%
Cc1nn(S(=O)(=O)c2ccccc2)c(C)c1S(=O)(=O)N1CCC(C)CC1 | -4%&2% | 1% | -4%&0%
CCn1c2ccccc2c2nnc(SCc3ccccc3)nc21 | -1% | ? | 5%
CCCCn1nc2cc(C(=O)NCc3cc(C(F)(F)F)cc(C(F)(F)F)c3)ccc2c1OC | -2% | 12% | 13%
CCOc1ccc(NC(=O)C2CC(=O)N(c3ccccc3F)C2)cc1 (stereo not drawn) | 1% | 0% | 4%
CC(C(=O)Nc1nc(-c2ccc(F)cc2)cs1)N1C(=O)C2CC=CCC2C1=O (stereo not drawn) | -7% | . | -24%
CN1CCN(C(CNC(=O)C(=O)Nc2ccc3c(c2)OCCO3)c2ccc(F)cc2)CC1 (stereo not drawn) | -2% | -7% | -5%
C[C@H](CO)N1C[C@H](C)[C@@H](CN(C)C(=O)NC2CCCCC2)Oc2c(NC(=O)Nc3ccc4c(c3)OCO4)cccc2C1=O | -6% | . | -9%
Cc1cc(C(C)(C)C)cc(S(=O)(=O)NCC(=O)O)c1C | -4% | -12% | 9%
O=C(O)c1cc(-c2ccco2)nn1-c1ccc(Cl)cc1 | 20µM* | 2% | 25µM*
COc1cc(CC(C#N)(CO)c2nc3ccccc3[nH]2)ccc1OC(F)F (stereo not drawn) | 1% | -4% | -7%
CSc1ccc(Cl)c(C(=O)N2CCOc3ccccc32)c1 | -5% | -7% | 12%

Only part of the results is shown; rates above refer to the full screens.
